RXFP1 antag: antagonists of human relaxin receptor RXFP1 | Q9HBX9 | HEK293-RXFP1, relaxin-stimulated cAMP HTRF, 30 min; active compounds read low | 0.59% of 350,000 active | activity change, negative = inhibition, % at 57.5 µM;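 active = activity change of -60% or lower, but not beyond a set lower limit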; also: % is scaled to controls: 0 for no effect and ±100 for the full control effect
TRHR enhancer: TRH receptor (human) allosteric enhancement | P34981 | TRHR cells, fluo-8 calcium fluorescence, EC20 TRH enhancement | enhancement, % at 2 µM | 0.66% of 360,000 active | AID 493056; in the data active = enhancement above about 30%; also: 0% is about no effect
Target sequence (P34981 whole entry, looked up): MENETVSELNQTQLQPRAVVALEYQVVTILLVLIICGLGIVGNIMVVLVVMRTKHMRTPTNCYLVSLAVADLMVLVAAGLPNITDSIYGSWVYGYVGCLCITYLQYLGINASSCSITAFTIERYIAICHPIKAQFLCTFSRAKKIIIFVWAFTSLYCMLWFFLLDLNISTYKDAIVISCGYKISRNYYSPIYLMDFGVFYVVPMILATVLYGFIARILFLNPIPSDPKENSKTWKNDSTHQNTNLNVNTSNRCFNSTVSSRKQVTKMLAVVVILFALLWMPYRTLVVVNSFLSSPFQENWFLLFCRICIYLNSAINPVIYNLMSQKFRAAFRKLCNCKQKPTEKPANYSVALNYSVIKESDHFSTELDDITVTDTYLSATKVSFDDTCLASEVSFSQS
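TRHR-expressing cells loaded with fluo-8 calcium dye were read kinetically (ex 480/em 530) during compound addition, then stimulated with an EC20 of TRH (10 nM final). Enhancement of the Gq-mediated intracellular calcium response was scored.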
D1 antagonist: human D1 dopamine receptor antagonism | P21728 | HEK293 TREx D1 cells, calcium flux, dopamine EC80; active compounds read low | activity change, negative = inhibition, % at 10 µM | 3.2% of 360,000 active; in the data active = activity change below about -30%; also: % is scaled to controls: 0 for no effect and ±100 for the full control effect
Target sequence (P21728 whole entry, looked up): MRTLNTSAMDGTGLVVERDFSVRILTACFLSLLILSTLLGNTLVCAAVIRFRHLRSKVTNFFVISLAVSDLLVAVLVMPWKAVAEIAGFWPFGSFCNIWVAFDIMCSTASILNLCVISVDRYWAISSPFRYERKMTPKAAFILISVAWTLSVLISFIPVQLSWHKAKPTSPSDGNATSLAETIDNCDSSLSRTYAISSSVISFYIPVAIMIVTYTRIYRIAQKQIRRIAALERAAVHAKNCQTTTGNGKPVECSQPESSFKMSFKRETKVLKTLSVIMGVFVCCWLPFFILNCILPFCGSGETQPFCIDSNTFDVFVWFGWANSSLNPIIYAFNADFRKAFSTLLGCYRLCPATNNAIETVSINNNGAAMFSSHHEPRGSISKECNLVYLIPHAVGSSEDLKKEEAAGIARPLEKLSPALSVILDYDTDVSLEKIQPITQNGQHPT
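Cells carrying a force-coupled, tetracycline-inducible human D1 receptor report calcium flux. Each well gets a 10 s baseline, compound with 180 s monitoring, then an EC80 dopamine stimulus with a second 180 s kinetic read.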
D2 antagonist: antagonists of human D2 dopamine receptor | AID 485344 | HEK293 TREx D2 cells, calcium flux, dopamine EC80 | inhibition, % at 10 µM | 2% of 340,000 active | P14416; in the data active = inhibition above about 30%; also: 0% is about no effect
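In this primary screen, negative modulation is detected by tracking calcium flux after an EC80 dopamine challenge in inducible HEK293 T-REx D2 cells preexposed to test compound for 180 s.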
D1 potentiator: human D1 dopamine receptor positive modulation; potentiation, % at 10 µM; AID 504651; HEK293 TREx D1 cells, calcium flux, dopamine EC20 potentiation; P21728; 0.036% of 360,000 active; in the data active = potentiation above about 30%; also: 0% is about no effect
TRHR ag: TRH receptor (human) agonism. P34981. TRHR cells, calcium flux fluo-8, FDSS agonist mode. 0.18% of 360,000 active. activation, % at 2 µM; also: 0% is about no effect
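Read-out: compound-evoked intracellular calcium rise in TRHR cells, fluo-8 dye, kinetic FDSS fluorescence at 1 s/cycle following a 10-cycle baseline. Cells cultured overnight before dye loading (30 min–1.5 h, RT).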
D1 agonist: activates the human D1 dopamine receptor | P21728 | HEK293 T-REx D1 cells, calcium flux, agonist mode | activation, % at 2 µM | AID 504660 | 1% of 360,000 active; also: 0% is about no effect
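Tetracycline-induced HEK293 TREx D1 cells, force-coupled to calcium signalling, were dye-loaded with a no-wash calcium kit. Compound was pin-added after a 10 s baseline. Fluorescence was read kinetically at 1 cycle/s for 180 s, with calcium rises flagged as agonism.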
D2 agonist: D2 dopamine receptor (human) agonism; activation, % at 2 µM; 0.53% of 340,000 active; P14416; HEK293 T-REx D2 cells, calcium flux agonist mode;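 active = activation over 3 SD above normal in the single-dose calcium agonist read, cut at about 30% in these data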; also: 0% is about no effect
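Agonism is scored from calcium flux in a force-coupled, inducible HEK293 cell line expressing D2, read kinetically for 180 s after compound addition against dopamine controls.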
D2 PAM: D2 dopamine receptor (human) potentiation; P14416; 0.34% of 340,000 active; HEK293 T-REx D2, calcium flux, EC20 dopamine potentiation; AID 485347; potentiation, % at 10 µM;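 active = potentiation over 3 SD above the plate norm, cut at about 30% in these data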; also: 0% is about no effect
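Primary screen. Calcium kinetics in induced HEK293 T-REx D2 cells: compound pre-addition 180 s, EC20 dopamine, 180 s more.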
The depositor's hits bear a star; · = not tested or not shown. Rule as the data show it, unless noted: active = activation above about 30%; inactive = the rest.

Every second line gives: D2 antagonist, RXFP1 antag, D2 agonist, TRHR enhancer, D1 potentiator, D2 PAM, D1 agonist, D1 antagonist, TRHR ag
CC[C@]1(c2ccccc2OC)C(=O)N(C(=O)OC)N1C(=O)OC
→ -3, ·, 0.3, 6, -7, 11, 0, -4, -2.1
Cc1ccc([C@@H]2CC=C(C(=O)O)CN2S(=O)(=O)c2ccc(C)cc2)cc1
→ 3, ·, -0.2, -7, -8, 8, 4, -13, -0.3
CCc1cccc(NC(=O)CCS(=O)(=O)c2ccc(C)cc2)c1
→ ·, -7, ·, 20, -4, -8, -1, 4, -1.4
CC(C)(C)C1C/C(=C/c2ccccn2)C(=O)/C(=C/c2ccccn2)C1 (configuration not stated)
→ 14, -1, -0.8, -8, -3, ·, 0, 2, 4.3
Cn1cnc(C(=O)N2CCN(c3ccccc3)CC2)c1C(=O)N1CCN(c2ccccc2)CC1
→ -3, ·, 0.5, -8, -2, 5, -1, -39*, -0.1
Cc1nc2ccccn2c1C(=O)N/N=C/c1ccccc1
→ -21, -1, 0.2, -10, 2, -4, 1, -5, 0.1
O=S(=O)(c1ccc(=S)[nH]c1)N1CCCCC1
→ -9, -22, -0.4, 1, -7, 0, 2, 12, 0.0
COc1ccccc1C(=O)NNC(=S)NC(=O)c1cc(OC)c(OC)c(OC)c1
→ 6, -2, 8.1, -4, -4, -10, 11, 0, -0.1
Cn1c(SCC(=O)NC(=O)NCc2ccco2)nnc1C(F)(F)F
→ ·, 3, ·, 5, -1, ·, 1, -4, 0.3
CCn1nc(C)c(CN2CCN(Cc3ccsc3)C(CCO)C2)c1C (configuration not stated)
→ 11, 2, 16, -5, -4, -7, 0, -12, 0.9
COc1ccc(-c2nc(-c3ccccc3)no2)c(OC)c1
→ 6, -6, 0.1, 8, -5, 4, 5, 20, 0.7
COC(=O)Nc1ccc(S(=O)(=O)N2CCCCC2)cc1
→ 19, 4, -0.2, 17, -5, 1, 1, -6, -0.5
CCOC(=O)c1c(NC(=S)NCCc2ccccc2)sc2c1CC(C(C)C)OC2 (configuration not stated)
→ -1, 15, 0.0, 0, 4, -1, 2, 15, 0.1
Cc1ccc(Cn2c(SCC(=O)N(C)C3CCS(=O)(=O)C3)nc3ccccc3c2=O)cc1 (configuration not stated)
→ 22, -11, 1.0, 1, 6, -1, 0, -4, 1.5
Cc1ccc(S(=O)(=O)N2CCN(C(=O)c3cc4c(C)nn(-c5ccccc5)c4s3)CC2)cc1
→ -8, 4, 0.2, 9, 2, 4, 2, -3, 0.8
CCn1nc(-c2ccccc2)c(-c2ccccc2)c(C(=O)Nc2ccc(NC(C)=O)cc2)c1=O
→ ·, -27, -0.4, 3, -1, ·, -1, -2, 0.7
O=C(Nc1nnc(-c2ccccc2)s1)c1ccc(F)cc1
→ ·, -4, ·, -3, -1, ·, 4, -4, 0.3
O=C(OCC(=O)N1N=C(c2ccc(Cl)cc2)CC1c1ccco1)c1ccco1 (configuration not stated)
→ 9, -21, 0.5, -2, -10, 4, 3, -11, 0.3
Cn1c(SCC(=O)NCc2ccc3c(c2)OCO3)nnc1-c1cccs1
→ -1, 0, 0.5, -1, 6, 10, 1, -6, 0.1
Oc1ccc(C23CC4CC(CC(C4)C2)C3)cc1O
→ -17, 4, 1.0, -3, -4, 4, 2, -6, 0.2
CC(=O)N/C(=C\c1ccc(F)cc1)C(=O)N(C)C
→ -1, -6, 0.1, -5, -2, 0, 0, 7, 0.3
CCOC(=O)c1ccc(NC(=O)CSc2nnc(C3CC3)n2CC)cc1
→ -1, -3, -0.5, -2, 3, 8, -1, 2, -0.3
O=C(CN1CCC(C(=O)c2ccc(F)cc2)CC1)Nc1ccccc1
→ 7, -4, 0.5, -7, -11, -15, 7, -56*, -0.6
COc1ccc(N(C(=O)c2snc(C(N)=O)c2N)C(C(=O)NC2CCCC2)c2ccc3ncccc3c2)cc1 (configuration not stated)
→ 29, -1, -0.4, 4, -2, 9, 3, 0, 0.1
NCCc1c(-c2ccccc2)n(-c2ccccc2)c2ccccc12
→ 9, 13, 10, -2, 1, 0, 102*, 21, 13
O=C(C1CC(=O)N(c2ccccc2)C1)N1CCC(c2nc3ccccc3[nH]2)CC1 (configuration not stated)
→ -40, 3, -0.5, -5, -2, -1, 2, -10, -0.3
Cc1ccc(Cl)cc1-n1c(=O)c2sc3ccccc3c2n(Cc2ccccc2)c1=O
→ ·, ·, 0.1, 0, 0, 1, 5, 14, 0.2
CCOC(=O)N1CCc2c(sc(NCc3cccs3)c2C(=O)Nc2cc(OC)ccc2OC)C1
→ ·, -18, 0.0, 4, 2, 11, 7, 26, -0.5
CCc1ccc(C2N(c3ccc(OC)cc3)C(=O)C3CCCN32)cc1 (configuration not stated)
→ 0, 18, 0.4, 2, 2, 6, 2, 15, 0.2
CCOC(=O)CN1CC23C=CC(O2)C(C(=O)NC2CCCC2)C3C1=O (configuration not stated)
→ -7, -7, -1.0, 2, 7, 45*, 2, 1, -2.0
COc1cc([N+](=O)[O-])cc(/C=N/NC(=O)CC#N)c1O
→ -10, ·, 0.6, 1, 1, -6, 5, -1, 0.2
COc1ccc(OCCSc2nnc3c(Cl)cc(Cl)cn23)cc1
→ 1, 7, 1.4, -4, 5, 2, 0, -3, 0.2
CC(=O)Nc1cc(NC(=O)CCCC(=O)O)ccc1Cl
→ 4, 5, 0.8, 2, -2, -2, 0, -5, 0.9
COc1ccc(Cc2nc3ccc(C(=O)NC(C)c4cnn(C)c4)cc3o2)cc1 (configuration not stated)
→ 7, -6, 0.4, -1, 1, -3, 4, -1, 0.2
O=C(Cn1c(=O)n2nc(-c3cccc(F)c3)nc2c2ccccc21)N1CCN(c2ccc(F)cc2)CC1
→ ·, -11, ·, 4, -1, -11, 5, ·, 0.5
Cc1ccc(/C=N/N2CCN(Cc3cccc4ccccc34)CC2)s1
→ 8, -4, 0.1, -6, 0, 4, 2, 15, 0.3
O=C(CSc1n[nH]c(-c2cccs2)n1)NCc1ccc2c(c1)OCO2
→ -6, -2, -0.1, 0, 2, -5, -1, -3, -1.2
CC(=O)/C(=C/c1ccc(N(C)C)cc1)C(=O)c1ccccc1
→ 6, 8, 0.3, -5, 6, -2, 7, 28, 1.0
Cc1ccc(-n2c(SCC(=O)N3CCCCC3)nc(O)c(Cc3ccccc3)c2=O)cc1
→ 4, 3, 0.3, 0, -6, -8, 1, -3, 0.8
CCCCN1CCCCC1C(=O)Nc1c(C)cc(C)cc1C (configuration not stated)
→ 5, -4, 0.3, 1, -3, -24, 4, -13, 1.1
O=C(NCc1cccnc1)c1cccc(F)c1
→ 4, 8, 0.6, 4, -5, 24, 2, -1, 0.9
Cc1ccc(N2CCN(S(=O)(=O)N3CCCCC3)CC2)cc1C
→ -11, -28, 0.2, -6, -1, -9, 9, -15, 0.3
O=C(Nc1cccc(F)c1)C1CC(=O)N(c2ccc(Br)cc2)C1 (configuration not stated)
→ 1, 10, -1.2, 1, -13, 7, 15, -14, 2.2
CCCN(C(=O)NCc1noc2ccc(C)cc12)c1ccc(Cl)c(Cl)c1
→ ·, -20, -1.5, -5, -2, -2, 9, 4, 0.6
N#C/C(=C\c1ccc(-c2ccccc2[N+](=O)[O-])o1)C(=O)Nc1nc(-c2cccs2)cs1
→ 32*, -29, 0.0, -1, 1, 16, 4, -26, 0.3

4 entries from above, with each value named:
CCCCN1CCCCC1C(=O)Nc1c(C)cc(C)cc1C (configuration not stated)
  D2 antagonist = 5
  RXFP1 antag = -4
  D2 agonist = 0.3
  TRHR enhancer = 1
  D1 potentiator = -3
  D2 PAM = -24
  D1 agonist = 4
  D1 antagonist = -13
  TRHR ag = 1.1
O=C(NCc1cccnc1)c1cccc(F)c1
  D2 antagonist = 4
  RXFP1 antag = 8
  D2 agonist = 0.6
  TRHR enhancer = 4
  D1 potentiator = -5
  D2 PAM = 24
  D1 agonist = 2
  D1 antagonist = -1
  TRHR ag = 0.9
Cc1ccc(N2CCN(S(=O)(=O)N3CCCCC3)CC2)cc1C
  D2 antagonist = -11
  RXFP1 antag = -28
  D2 agonist = 0.2
  TRHR enhancer = -6
  D1 potentiator = -1
  D2 PAM = -9
  D1 agonist = 9
  D1 antagonist = -15
  TRHR ag = 0.3
O=C(Nc1cccc(F)c1)C1CC(=O)N(c2ccc(Br)cc2)C1 (configuration not stated)
  D2 antagonist = 1
  RXFP1 antag = 10
  D2 agonist = -1.2
  TRHR enhancer = 1
  D1 potentiator = -13
  D2 PAM = 7
  D1 agonist = 15
  D1 antagonist = -14
  TRHR ag = 2.2

The list goes on.
Every second line gives: D2 antagonist, RXFP1 antag, D2 agonist, TRHR enhancer, D1 potentiator, D2 PAM, D1 agonist, D1 antagonist, TRHR ag
CN(Cc1ccccc1)C(=O)COC(=O)C1CCN(S(=O)(=O)c2cccs2)CC1
→ 5, 15, 1.3, -4, 5, 4, 8, -4, 0.9
Cc1ccc(NC(=O)Cn2c(=O)ccc3cc(S(=O)(=O)N4CCC(C)CC4)ccc32)cc1C
→ ·, ·, -0.3, 3, 3, -4, 1, -9, 0.3
COCCCNC(=O)Cn1ncc2ccsc2c1=O
→ 30*, -4, 0.1, -6, -2, 0, 2, -3, 0.2
COc1ccc(N(CC(=O)NCc2ccc(Cl)cc2)S(=O)(=O)c2c(C)n[nH]c2C)cc1
→ -7, 16, -0.3, -2, -4, 8, 3, 4, -0.1
O=[N+]([O-])c1cccc(-c2cc(-c3cc(Br)ccc3O)[nH]n2)c1
→ -7, -12, 1.2, -5, 0, 2, 4, -10, 1.1
COc1ccc(C(=O)NCC(=O)OCc2cc(=O)n3nc(C4CCCCC4)sc3n2)cc1
→ ·, ·, 2.2, 1, -3, 9, -1, 9, -0.6
COC(=O)c1c(NC(=O)Cc2coc3ccc(C)cc23)sc2c1CCC2
→ ·, 3, -0.8, 4, 2, 2, 3, 1, 0.4
Cc1ccccc1NC(=O)CSc1nc2ccccc2c(=O)n1C
→ -7, 8, -1.0, -4, -5, 0, 18, -22, -2.7
CC(C)CC(=O)Nc1ccc2nn(-c3ccccc3)nc2c1
→ -2, -9, 0.4, -10, 1, -2, 9, -5, 1.3
CS(=O)(=O)N1CCN(c2ccc(NC(=S)NC(=O)c3ccc4c(c3)OCO4)cc2)CC1
→ -34, -4, 1.2, 4, -6, -8, 4, -5, 0.3
COc1ccc(C(=O)Nc2ccc(C(=O)Nc3cccc(C)c3)cc2)cc1
→ 0, -9, 1.0, 0, -5, 3, 2, -31*, 0.3

Screens (PubChem BioAssay)
